Screens (PubChem BioAssay)
USP1-UAF1 inh = inhibitors of human USP1/UAF1 deubiquitinase. 390,000 tested, 0.23% active. AID 743255. O94782. recombinant USP1/UAF1, Ub-Rhodamine cleavage fluorescence. Potency, µM (top dose mostly 57.1 µM), without a hit: top-dose activity change, negative = inhibition, most hits filed as inhibitors; note: potency is the fitted concentration of half-maximal effect; % is set by controls: 0 for no effect and ±100 for the full control effect; nearly all actives have a fitted effect of over 60% in size; inactives centre near -12
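1 nM enzyme complex + cpd, 15 min RT; start with Ub-Rho 150nM final; kinetic fluorescence ex 480/em 540, 6 reads q60 s. Buffer 50mM HEPES pH 7.8, 0.5mM EDTA, 0.1 mg/ml BSA, 1mM TCEP, 0.01% Tween-20.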
TrxR1 substrate = is turned over as a substrate by rat TrxR1 | O89049 | purified TrxR1 substrate turnover, NADPH consumption readout | 390,000 tested, 0.01% active | Potency, µM (series often up to 114 µM), for inactives: top-dose activity change, negative = substrate turnover; note: potency is the fitted concentration of half-maximal effect; % is set by controls: 0 for no effect and ±100 for the full control effect; nearly all actives have a fitted effect of over 50% in size
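Rat TrxR1, dispensed at 90 nM, was prereduced with 400 uM NADPH (final) for 5 min at ~22 deg C, then incubated with compound 15 min before 400 uM selenite. A first-read NADPH fluorescence drop versus no-compound background flagged substrates.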
PI4K2A inh = PI4K2A (human) kinase inhibition | 420,000 tested, 0.13% active | Q9BTU6 | AID 1346378 | purified PI4K2A, ADP-Glo luminescence, 1 h; active compounds read low | activity change, negative = inhibition, % at 76.9 µM; in the data active = activity change below about -50%; inconclusive = mostly about -30% to -49%;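 note: -100% = wells without enzyme as full effect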
Target sequence (Q9BTU6 whole entry, looked up): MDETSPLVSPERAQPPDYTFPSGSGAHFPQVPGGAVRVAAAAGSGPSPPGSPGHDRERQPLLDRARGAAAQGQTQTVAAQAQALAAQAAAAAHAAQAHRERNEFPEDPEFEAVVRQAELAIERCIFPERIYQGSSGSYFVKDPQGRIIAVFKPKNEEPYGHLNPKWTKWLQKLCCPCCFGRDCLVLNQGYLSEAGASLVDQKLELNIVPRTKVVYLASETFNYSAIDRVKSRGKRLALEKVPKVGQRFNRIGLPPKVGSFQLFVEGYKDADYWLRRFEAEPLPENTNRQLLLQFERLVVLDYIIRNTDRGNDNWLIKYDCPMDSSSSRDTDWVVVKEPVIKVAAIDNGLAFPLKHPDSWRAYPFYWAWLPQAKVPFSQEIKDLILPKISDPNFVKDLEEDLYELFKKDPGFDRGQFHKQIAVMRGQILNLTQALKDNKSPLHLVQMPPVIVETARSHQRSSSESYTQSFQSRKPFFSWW
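Compounds are screened against recombinant PI4K2A using PI as substrate and ATP, the latter dispensed at 300 microM. Reactions run one hour at ambient temperature before ADP-Glo detection; full inhibition defined by wells lacking enzyme.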
D2 antag = antagonizes the human D2 dopamine receptor; HEK293 TREx D2 cells, calcium flux, dopamine EC80; inhibition, % at 10 µM; 340,000 tested, 2% active; AID 485344; in the data active = inhibition above about 30%; note: 0% is about no effect
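In this primary screen, negative modulation is detected by tracking calcium flux after an EC80 dopamine challenge in inducible HEK293 T-REx D2 cells preexposed to test compound for 180 s.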
mIDH1 inhibitor = blocks human mutant IDH1 R132H enzyme; O75874; Potency, µM (top dose mostly 76.6 µM), without a hit: top-dose activity change, negative = inhibition, actives largely listed as inhibitors; 390,000 tested, 0.093% active; IDH1-R132H enzyme, NADPH consumption, diaphorase/resazurin fluorescence; AID 602179; note: potency is the fitted concentration of half-maximal effect; % is set by controls: 0 for no effect and ±100 for the full control effect; nearly all actives have a fitted effect of over 65% in size
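IDH1-R132H (0.5 ug/mL) preincubated 30 min with compound, then NADPH (0.016 mM) and alpha-KG (2 mM) added; 80 min at RT, pH 7.5. Remaining NADPH coupled via diaphorase/resazurin to fluorescence (540/590 nm); concentration-response curves normalized to no-enzyme control.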
TRHR ag = TRH receptor (human) agonism; TRHR cells, calcium flux fluo-8, FDSS agonist mode; 360,000 tested, 0.18% active; AID 493084; activation, % at 2 µM; P34981; in the data active = activation above about 30%; note: 0% is about no effect
Target sequence (P34981 whole entry, looked up): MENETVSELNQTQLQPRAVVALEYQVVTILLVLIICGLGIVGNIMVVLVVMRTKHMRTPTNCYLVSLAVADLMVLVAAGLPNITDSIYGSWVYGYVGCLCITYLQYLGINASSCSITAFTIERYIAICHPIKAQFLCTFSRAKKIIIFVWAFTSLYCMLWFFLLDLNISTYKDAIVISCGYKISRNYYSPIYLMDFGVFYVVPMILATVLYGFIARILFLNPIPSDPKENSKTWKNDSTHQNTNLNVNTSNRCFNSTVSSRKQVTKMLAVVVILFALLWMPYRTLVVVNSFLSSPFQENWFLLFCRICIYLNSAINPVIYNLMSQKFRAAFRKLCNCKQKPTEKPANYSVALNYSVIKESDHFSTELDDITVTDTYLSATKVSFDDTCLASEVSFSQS
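TRHR-expressing cells loaded with fluo-8 calcium dye; 23 nL library compound pin-transferred, kinetic FDSS fluorescence (Ex 480/Em 530) recorded about 180 s for agonist-induced calcium release, before a 10 nM TRH EC20 addition for potentiator mode.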
TRHR PAM = allosteric enhancers of human TRH receptor; AID 493056; 360,000 tested, 0.66% active; TRHR cells, fluo-8 calcium fluorescence, EC20 TRH enhancement; enhancement, % at 2 µM; in the data active = enhancement above about 30%; note: 0% is about no effect
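TRHR-expressing cells loaded with fluo-8 calcium dye were read kinetically (ex 480/em 530) during compound addition, then stimulated with an EC20 of TRH (10 nM final). Enhancement of the Gq-mediated intracellular calcium response was scored.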
TrxR1 inh = inhibitors of rat thioredoxin reductase 1 | recombinant rTrxR1, NADPH fluorescence consumption, selenite substrate | O89049 | 390,000 tested, 1% active | Potency, µM (doses to about 114 µM), for inactives: top-dose activity change, negative = inhibition, actives largely listed as inhibitors; note: potency is the fitted concentration of half-maximal effect; % is set by controls: 0 for no effect and ±100 for the full control effect; nearly all actives have a fitted effect of over 65% in size
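Rat TrxR1 (90 nM in the dispensed reagent) was pre-reduced with 400 uM NADPH for 5 min at room temperature, then incubated with compound for 15 min. After 400 uM selenite was added, NADPH fluorescence (Ex 340/Em 450 nm) was followed for 8 min.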
D2 agonist = D2 dopamine receptor (human) agonism; P14416; HEK293 T-REx D2 cells, calcium flux agonist mode; activation, % at 2 µM; 340,000 tested, 0.53% active;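 active = activation over 3 SD above normal in the single-dose calcium agonist read, cut at about 30% in these data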; note: 0% is about no effect
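Agonism is scored from calcium flux in a force-coupled, inducible HEK293 cell line expressing D2, read kinetically for 180 s after compound addition against dopamine controls.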
* = called active by the depositor; u = inconclusive; x = no result given; & = joins results of further samples; [ ] = remark or other dose. Unless noted, calls come from the whole dose curve; as a rule, active = well fitted inhibition curve with a large enough effect; inconclusive = small, poorly fitted or top-dose-only effect; inactive = no such curve, though single readings can be large or run the other way.

The line under a structure holds: TRHR PAM	mIDH1 inhibitor	PI4K2A inh	TRHR ag	D2 agonist	TrxR1 inh	TrxR1 substrate	D2 antag	USP1-UAF1 inh
Cc1nn(C)cc1CN1CCCC(C(=O)c2ccc(-c3ccccc3)c(F)c2)C1 (centres undefined)
 : -5	1%	2	1.1	-0.7	22%[57.1 µM]	-2%	-12	-4%
CC1(N2CCCCC2)CC2(O)C(=[N+]1[O-])CCC/C2=N\O (centres undefined)
 : 1	0%	-1	0.1	2.3	-12%	13%	3	-5%
O=C(Cn1cc(S(=O)(=O)N2CCN(c3ccccc3F)CC2)c2ccccc2c1=O)NCCCN1CCCCCC1
 : -3	-5%	3	1.1	0.0	9%	3%	-5	-22%
Cc1ccc(CSc2nnc(SCC(=O)N/N=C/c3c[nH]c4ccccc34)s2)cc1
 : -2	10%	-16	0.1	0.9	12%[57.1 µM]	-2%[57.1 µM]	12	u
CCN(CC)CCCN(Cc1cc2cc3c(cc2[nH]c1=O)OCCO3)C(=O)Nc1ccc(F)cc1
 : 32*	0%	0	-0.8	0.7	4%[57.1 µM]	22%[57.1 µM]	-6	-22%
O=P(c1ccc2c(c1)OCCO2)(N1CCOCC1)N1CCOCC1
 : 1	3%	-1	1.0	-1.4	-9%	-2%	-34	-10%
CCN(CC(=O)N(CC(C)C)c1c(N)n(CC(C)C)c(=O)[nH]c1=O)Cc1nc2ccccc2c(=O)[nH]1
 : 4	-5%	-15	1.0	0.9	10%	5%	-5	-6%
Cc1noc(C)c1COc1ccc(C(=O)N2CCN(S(=O)(=O)c3ccccc3)CC2)cc1
 : -5	6%	0	-0.3	1.1	19%	6%	-21	-27%
CCN(CC)c1ccc(S(=O)(=O)N2CCOCC2)cc1NC(=O)CSc1nncs1
 : 17	-5%	-8	0.0	-0.5	21%	6%	-1	-12%
O=c1c2ccccc2c(=O)n(Cc2ccccc2)n1Cc1ccccc1
 : -10	2%	-4	1.0	1.1	9%	-1%	-3	-17%
CCSc1ncc(C)cc1[N+](=O)[O-]
 : 5	2%	0	0.6	0.3	-3%	-8%	-14	2%
O=C(NC1(C(=O)NC2CCCC2)CCCCC1)c1ccc2c(c1)OCO2
 : 4	3%	5	0.4	0.0	-9%	-10%	1	-7%
O=C(/C=C/c1ccc(Br)o1)Nc1nccs1
 : 0	9%	-12	0.7	1.1	28µM*	1%	-12	-12%
COCC(=O)NCc1nc2cccnc2n1Cc1ccc(F)cc1
 : 0	-4%	2	0.4	x	27%[57.1 µM]	1%[57.1 µM]	x	-3%
O=[N+]([O-])c1ccc(N2CCCCCC2)c([N+](=O)[O-])c1
 : 15	5%	-2	0.4	0.7	-8%	-11%	-8	-8%
CC(=O)NCC1COc2ccccc2O1 (centres undefined)
 : -6	2%	12	-0.3	-0.5	19%	6%	8	-19%
N=c1n(CCOc2ccccc2)c2ccccc2n1CCN1CCOCC1
 : 11	0%	-8	0.3	-0.1	4%[57.1 µM]	9%[57.1 µM]	11	2%
CC(C)C1=NN(C(=O)c2ccccc2)C(O)(C(C)(C)C)C1 (centres undefined)
 : -2	2%	-1	-0.8	-0.5	-4%	-3%	11	-9%
COc1ccc(-n2c(=O)[nH]c3cc(C(=O)NCCc4ccc(Cl)cc4)ccc3c2=O)cc1OC
 : -1&15	3%&-9%	2&-2	0.7&0.5	0.0&0.1	5%&12%	3%	-3	u
CCOc1ccc(/C=N/Nc2ccccc2)cc1
 : 6	-7%	1	-0.4	-0.6	2%[57.1 µM]	4%[57.1 µM]	5	-20%
Nc1nc(SCc2ccc(Cl)c(Cl)c2)n[nH]1
 : 0	3%	-1	-0.4	0.7	9%	4%	16	-7%
Cc1cc(C)c2c(Cn3ccnc3)cc(=O)oc2c1
 : 13	7%	0	-0.2	1.8	15%	-2%	7	-20%
COc1ccc(NC(=O)c2ccco2)cc1NC(=O)COc1ccc(C)cc1C
 : 9	12%	-5	0.6	0.9	21%	4%	x	u
O=C(NC1CCN(C(=S)Nc2ccc(Cl)cc2)CC1)c1ccco1
 : -4	-6%	-3	0.1	0.5	4%	0%	1	-16%
Cc1onc(-c2ccccc2)c1C(=O)OCC(=O)c1ccccc1
 : 0	2%	-5	-0.9	-0.5	-3%[57.1 µM]	-5%[57.1 µM]	5	-11%
Cc1ccc2c(c1)C1CN(C)CCC1N2C(=O)c1ccc(Cl)c(S(=O)(=O)N2CCOCC2)c1 (centres undefined)
 : -2	-6%	9	0.5	2.3	11%	1%	-2	-27%
O=C(CSc1nnc(CNC(=O)c2ccco2)o1)Nc1nc2ccccc2s1
 : 5	-9%	-6	0.2	0.4	14%	-2%	0	-10%
O=S(=O)(c1cccc2cccnc12)N1CCN(c2ccc(F)cc2)CC1
 : -5	7%	6	0.5	0.1	17%	3%	6	-18%
Cc1cc(Cl)c(Cl)cc1S(=O)(=O)NCCCn1ccnc1
 : 26	-5%	3	-0.2	0.5	-8%	-11%	-1	4%
COc1ccccc1NC(=O)c1ccc2c(Cl)c3c(nc2c1)CCCC3
 : 3	-3%	-1	-0.1	-0.4	14%	8%	x	-18%
CCC(=O)c1cc2c(cc1NC(=O)C(C)C)OCCO2
 : -3	-4%	-8	0.1	0.2	-3%	1%[57.1 µM]	8	-15%
Cc1cc2cc(CN(CC3CCCO3)C(=O)c3cnccn3)c(=O)[nH]c2cc1C (centres undefined)
 : 5	3%	-3	0.6	0.3	-6%	-8%	-4	11%
O=C(N/N=C/c1ccccc1)c1ccc(N2CCCC2=O)cc1
 : x	6%	-3	x	x	11%	1%	x	-17%
O=C(Nc1ccc(Cl)cc1F)C1CCN(S(=O)(=O)c2cccc3nonc23)CC1
 : 5	13%	1	-2.2	-2.3	20%[57.1 µM]	8%[0.0914 µM]	8	-2%
CCCc1c(C(=O)NNc2cc(C(F)(F)F)ccc2Cl)cnn1-c1ccccc1
 : -2	0%	4	-0.3	-0.1	7%[57.1 µM]	7%[57.1 µM]	2	-3%
CCCN1CCN(S(=O)(=O)c2ccc(-c3cc(C)no3)s2)CC1
 : -4	-2%	-4	-0.5	-0.3	5%	-5%	-9	-21%
CCOC(=O)c1sc2nc(C)nc(SCC(=O)N(C)C3CCS(=O)(=O)C3)c2c1C (centres undefined)
 : 1	0%	-5	1.0	x	-30%	-13%	x	-10%
CCc1ccc(-n2c(SCC(=O)c3ccc4c(c3)NC(=O)CO4)nc3ccccc3c2=O)cc1
 : 4	0%	3	-0.4	-0.2	17%[57.1 µM]	4%[57.1 µM]	10	-19%
O=C(COC(=O)/C=C/c1ccc(Cl)cc1)NC1CC1
 : x	12%	10	x	x	12%	-2%	x	-11%
O=C(O)/C=C\C(=O)Nc1ccc(F)c(F)c1F
 : 11	0%	1	0.8	0.1	8%	5%	-8	-21%
CCCN(CCC)CCNC(=O)Cn1cnc2sc(C)c(S(=O)(=O)N3CCC(C)CC3)c2c1=O
 : 0	0%	-2	-0.1	0.1	23%	11%[2.29 µM]	x	-14%
O=C(Cc1ccc(F)cc1)Nc1nc(-c2ccc(F)c(F)c2)cs1
 : -9	-1%	3	-0.9	-0.1	21%	-7%	11	-25%
CCOc1ccc(C(=O)Nc2nc(C)cc(C)n2)cc1[N+](=O)[O-]
 : -2	-1%	3	0.1	1.0	3%	-3%	-1	-7%
CC1=C(C(=O)OC(C)C)C(c2cccc(F)c2)n2ncnc2N1 (centres undefined)
 : 2	6%	7	-0.6	-0.1	0%[57.1 µM]	-10%	17	-25%
O=C(c1cn(CCOc2ccc(Cl)cc2)c2ccccc12)C1CCCCC1
 : 4	-6%	-1	1.5	x	15%	-4%	x	u
CCc1ccccc1Nc1nc2ccccc2n1C(C)C
 : -2	7%	-7	0.4	-0.1	39%[activator][57.1 µM]	-10%[57.1 µM]	14	u
CCOC(=O)c1c(-c2ccccc2)csc1NC(=O)C(C)NCc1ccco1 (centres undefined)
 : 12	6%	4	0.0	-0.1	18%[57.1 µM]	-11%[57.1 µM]	-15	-11%
FC(F)(F)c1cccc(OCCN2CCN(Cc3ccccc3)CC2)c1
 : -1	10%	4	0.3	0.5	-16%	-9%	82*	-11%
CC(OC(=O)/C=C/c1cccc(Cl)c1)C(=O)NC1CCCCC1C (centres undefined)
 : 1	-10%	-2	-0.4	-0.5	25%[57.1 µM]	3%	4	-16%
CCOC(=O)C1=C(CBr)NC(=O)NC1C (centres undefined)
 : -2	0%	-3	-0.4	-0.4	17%[57.1 µM]	-12%	10	-7%
CN1C(=S)NC(C)(C)CC1(C)c1ccc(O)cc1O (centres undefined)
 : 0	3%	-5	-1.3	-0.4	-2%	5%	-9	-18%
O=C(CSc1oc(-c2ccco2)nc1S(=O)(=O)c1ccccc1)NCC1CCCO1 (centres undefined)
 : -1	6%	0	0.2	0.5	u	-9%	-12	-13%
COc1ccc(/C(N)=N/OC(=O)CCC2CCCC2)cc1OC
 : 19	9%	-5	0.4	0.2	39%[activator]	6%	-3	-28%
CC(C)(C)c1ccc(/C=N/n2cnnc2)cc1
 : 2	6%	-1	0.1	-0.2	18%[57.1 µM]	9%[57.1 µM]	10	-16%
COc1ccc(-c2nc3c4ccccc4n(CC(=O)N4CCN(c5ccccc5OC)CC4)c(=O)n3n2)cc1
 : 5	-10%	6	0.4	-0.4	5%[57.1 µM]	-6%[57.1 µM]	x	-9%

Grouped by structure, the compounds so far with a nitro group on carbon.
The line under a structure holds: TRHR PAM	mIDH1 inhibitor	PI4K2A inh	TRHR ag	D2 agonist	TrxR1 inh	TrxR1 substrate	D2 antag	USP1-UAF1 inh
CCSc1ncc(C)cc1[N+](=O)[O-]
 : 5	2%	0	0.6	0.3	-3%	-8%	-14	2%
O=[N+]([O-])c1ccc(N2CCCCCC2)c([N+](=O)[O-])c1
 : 15	5%	-2	0.4	0.7	-8%	-11%	-8	-8%
CCOc1ccc(C(=O)Nc2nc(C)cc(C)n2)cc1[N+](=O)[O-]
 : -2	-1%	3	0.1	1.0	3%	-3%	-1	-7%
